KCNQ1 block: blocks the human KCNQ1 potassium channel; CHO-K1 KCNQ1, FluxOR thallium flux fluorescence; hits give high values; B-score at 10 µM; actives 1.3% (n = 310,000);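 active = compounds whose thallium flux B-score, printed positive for inhibition, exceeds three library SD while starting fluorescence stays within three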;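 also: channel opened by potassium depolarization with thallium stimulus after 20 min compound exposure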
DYRK1A inh: Dyrk1A (rat) kinase inhibition; Q63470; ADP-Glo luminescence, NFATc1 peptide; inhibition, % at 12.5 µM; actives 0.43% (n = 310,000); in the data active = inhibition above about 50%;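 also: plate controls were vehicle with enzyme for no effect and no enzyme for full effect; many of its hits are not listed in these tables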
GSK3beta inhib: inhibitors of human GSK3beta kinase; activity score (negative = inhibition), % at 10 µM; GST-GSK3beta kinase, ADP-Glo luminescence, 60 min; hits give low values; actives 0.038% (n = 300,000);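 active = more than half of replicate wells score below -50%, meaning over 50% inhibition versus plate controls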;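 also: 0% = median DMSO wells and -100% = median GW8510 positive control wells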
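Assay system: GST-tagged human GSK3beta kinase, cell-free; Input: 1.6 ng GSK3beta; Medium: Tris/MgCl2 kinase buffer; Timing: 60 min enzyme reaction, room temperature; Signal: ADP-Glo luminescence quantifying ADP generated by kinase; Evaluation: score relative to plate controls; Benchmarks: DMSO neutral wells and GW8510 at 20 µM as positive.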
HDAC3 inhib: blocks human histone deacetylase 3. actives 0.15% (n = 320,000). recombinant HDAC3, fluorogenic peptide/trypsin coupled, fluorescence. AID 2718. inhibition, % at 8.3 µM. O15379; in the data active = inhibition above about 26%, passing the limit was not always enough
Target sequence (O15379 whole entry, looked up): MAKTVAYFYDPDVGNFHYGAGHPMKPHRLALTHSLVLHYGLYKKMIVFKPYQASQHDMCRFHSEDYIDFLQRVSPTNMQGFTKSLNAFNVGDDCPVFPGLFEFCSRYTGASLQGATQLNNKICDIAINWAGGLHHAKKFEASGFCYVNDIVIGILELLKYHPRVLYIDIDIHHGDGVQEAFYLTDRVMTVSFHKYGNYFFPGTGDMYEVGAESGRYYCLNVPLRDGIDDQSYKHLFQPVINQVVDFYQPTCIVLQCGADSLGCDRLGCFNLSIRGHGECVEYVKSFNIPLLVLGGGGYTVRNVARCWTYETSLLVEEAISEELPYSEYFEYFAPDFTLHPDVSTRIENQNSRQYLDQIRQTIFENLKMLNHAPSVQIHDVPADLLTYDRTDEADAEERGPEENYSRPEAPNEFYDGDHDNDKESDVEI
hERG rescue: shields human hERG channel from block by proarrhythmic agents | Q12809 | activation (rescue from dofetilide block), less the hit threshold, % at 10 µM | actives 0.51% (n = 310,000) | CHO-hERG, FluxOR thallium flux, dofetilide IC70 present;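 active = activation above the mean of controls blocked by dofetilide plus 5 SD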;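 also: thallium influx through hERG after potassium depolarization seen as dye fluorescence rise; in these data hits start at about 4.7%; inactives centre near -7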
KCNK9 block: inhibitors of human KCNK9 two-pore domain potassium channel | actives 1.2% (n = 310,000) | Q9NPC2 | AID 488922 | B-score at 10 µM | HEK293 KCNK9, FluxOR thallium flux fluorescence; hits give low values;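 active = ratio B-score over 3 SD below the library mean, with starting fluorescence within 5 SD of its mean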;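 also: negative B-score means less thallium flux so channel inhibition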
PolyA inhibitor: yeast polyadenylation inhibition; calls only at 12 µM; AID 1875; S. cerevisiae SKY197-pL101 polyadenylation reporter, beta-gal luminescence; efflux-impaired pdr1/pdr3 knockout yeast; score 100 = 6 SD above DMSO; actives 0.02% (n = 300,000);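 active = lowest replicate activity score at least 50, where 100 means six control SD above control mean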;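 also: yeast exposed to compound for 9 h at 30 °C; higher score means more reporter readthrough which indicates perturbed polyadenylation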
GSK3 alpha inh: human GSK-3 alpha kinase inhibition; AID 2650; actives 0.1% (n = 320,000); P49840; inhibition, % at 10 µM; ADP-Glo luminescence, 60 min;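 in the data active = inhibition above about 50%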;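 also: GST-tagged GSK-3 alpha with peptide substrate and 25 µM ATP; 0% = DMSO neutral wells and 100% = GW8510 positive control wells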
Target sequence (P49840 whole entry, looked up): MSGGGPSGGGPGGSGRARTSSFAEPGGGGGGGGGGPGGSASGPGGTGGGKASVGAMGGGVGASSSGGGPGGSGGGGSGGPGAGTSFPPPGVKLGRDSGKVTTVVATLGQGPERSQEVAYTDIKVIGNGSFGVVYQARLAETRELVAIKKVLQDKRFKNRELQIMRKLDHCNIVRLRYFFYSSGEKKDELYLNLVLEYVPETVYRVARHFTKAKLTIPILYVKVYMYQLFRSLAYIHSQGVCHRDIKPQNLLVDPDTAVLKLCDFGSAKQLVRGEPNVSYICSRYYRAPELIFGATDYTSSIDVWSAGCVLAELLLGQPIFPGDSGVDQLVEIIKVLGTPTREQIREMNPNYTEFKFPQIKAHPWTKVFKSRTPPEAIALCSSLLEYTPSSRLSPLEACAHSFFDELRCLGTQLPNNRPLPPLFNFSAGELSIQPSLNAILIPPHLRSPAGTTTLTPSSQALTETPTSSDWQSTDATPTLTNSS
RGS4 pot: potentiators or activators of RGS4. HEK293 M3R/inducible RGS4, carbachol calcium flux Fluo4; hits give low values. B-score at 10 µM. actives 0.92% (n = 310,000). AID 463111;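 active = B-score of the integrated calcium signal more than 4 SD below the library mean, with starting fluorescence not abnormally high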;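 also: negative B-score means reduced calcium response which marks RGS4 activation or potentiation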
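Also added: carbachol at ECmax as muscarinic agonist stimulus; Assay system: HEK293 cells with stable M3R and inducible RGS4; Timing: overnight RGS4 induction, 30 min dye load 37 °C, 20 min compound RT; Measured by: Fluo4-AM (2 µM) calcium-flux fluorescence, kinetic read.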
KCNK3 inh: human KCNK3 channel inhibition, primary screen. CHO-KCNK3 thallium flux, FluxOR fluorescence; hits give low values. B-score at 10 µM. O14649. actives 0.84% (n = 340,000). AID 602410;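 active = B-score under library mean minus 4 SD, starting fluorescence ratio at most library mean plus 5 SD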;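 also: more negative B-score means stronger inhibition of thallium flux through KCNK3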
KCNQ1 pot: potentiates or activates the human KCNQ1 potassium channel; P51787; CHO-K1 KCNQ1, thallium flux FluxOR fluorescence; hits give high values; B-score at 10 µM; actives 0.35% (n = 310,000); AID 2648;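 active = fluorescence ratio B-score, a plate-corrected score, at least three library SD, with initial intensity B-score within 5 SD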
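System: Stable KCNQ1 CHO-K1 line | Incubation: 90 min dye loading and 20 min compound exposure, both at room temperature | Measure: Ratio B score | Medium: Assay buffer for compound exposure, DMSO matched across wells | Compound dosing: Single-concentration screen | Probe or stimulus: K+/Tl+ depolarizing stimulus | Measured by: Kinetic FluxOR fluorescence, 10 s baseline plus 110 s post-stimulus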
Numbers without * were called inactive; i = inactive; · = no result given. This is a subset. The share of hits here may be higher or lower than overall.

Compound	KCNQ1 block	DYRK1A inh	GSK3beta inhib	HDAC3 inhib	hERG rescue	KCNK9 block	PolyA inhibitor	GSK3 alpha inh	RGS4 pot	KCNK3 inh	KCNQ1 pot
COC(=O)C1=C(C(=O)OC)[C@@H]2N(C)c3ccccc3[C@@]23C[C@@H](C(=O)OC)N(C(=O)CC(C)C)C3=N1	i	1	1	2	-7	i	i	-2	i	i	i
N#Cc1nc(COc2ccc(Cl)cc2)oc1NCc1ccc2c(c1)OCO2	i	0	-2	13	-9	i	i	-1	i	-11*	i
O=C(N/N=C\C=C\c1ccc([N+](=O)[O-])o1)c1cccs1	i	-5	0	10	-6	i	i	1	i	i	i
CC(=O)N1CCCc2cc(S(=O)(=O)N3CCCC(C(=O)NCc4ccccc4)C3)ccc21 (centres undefined)	i	-6	-1	0	-7	i	i	2	i	i	i
O=C(CN(Cc1ccco1)C(=O)CNS(=O)(=O)c1ccccc1)NCc1ccccc1	i	2	-3	5	-5	i	i	-1	i	i	i
Cc1c(NC(=S)NC(=O)c2cccc3ccccc23)cccc1C(=O)O	i	1	2	10	-13	i	i	-3	i	i	i
O=C(NCc1ccc2c(c1)OCO2)c1nc(Cn2cc([N+](=O)[O-])cn2)no1	i	-3	·	4	-13	i	i	-1	i	i	i
COc1cccc2oc3ccc(C#Cc4ccccn4)cc3c(=O)c12	i	23	2	-8	-11	i	i	2	i	i	i
Cc1ccc(-n2nc3c(=O)n(CCCC(=O)NCc4cccc(Cl)c4)nc(C)c3c2C)cc1	i	-3	-1	2	-9	i	i	0	i	i	i
COc1ccccc1-n1c(SCC(=O)NC(C)(C)C)nc(O)cc1=O	i	-9	4	3	1	i	i	-1	i	i	i
Cc1ccccc1-c1nc(CS(=O)(=O)CC(=O)NCCCN2CCOCC2)c(C)o1	i	-7	3	-2	-5	i	i	-2	i	i	i
O=C(NCCNc1ccc(Cl)cc1[N+](=O)[O-])c1cccnc1	i	1	-22	0	-10	i	i	7	i	i	i
COc1ccccc1N1CCN(S(=O)(=O)c2cc(C)sc2C)CC1	i	5	-3	0	-8	i	i	-3	i	i	i
CC(C)c1ccc(N(CC(=O)NC2CCCC2)C(=O)CCC(=O)Nc2nccs2)cc1	i	0	2	2	-2	i	i	-1	i	i	i
CCOC(=O)N1CCN(S(=O)(=O)c2cc(Br)cc3c2N(C(C)=O)C(C)C3)CC1 (centres undefined)	i	-4	0	-3	-14	i	i	-1	i	i	i
COc1nc(N(c2ccccc2)c2ccccc2)nc(-n2ccnc2)n1	i	7	-9	1	-17	i	i	-1	i	i	i
C=CCn1c(SCC2=C(C(=O)OCC)C(C)NC(=O)N2)nnc1C1CCCCC1 (centres undefined)	i	-9	4	4	-6	i	i	-1	i	i	i
CN(CC(=O)NCc1ccccn1)S(=O)(=O)c1ccc(Cl)cc1	i	3	1	5	-10	i	i	1	i	i	i
O=C1COc2ccc(C(=O)COC(=O)c3sc4ccccc4c3Cl)cc2N1	i	4	-1	3	-7	i	i	11	i	i	i
COc1ccc(/C=N\NC(=O)c2cccc([N+](=O)[O-])c2)cc1Cn1cc([N+](=O)[O-])cn1	i	·	2	7	-11	i	i	-1	i	·	i
COC/C=C/C1=CC2=CC(=O)C(C)(OC(=O)c3cnc4ccccc4n3)C(=O)C2=CN1C1CCCCC1 (centres undefined)	i	·	0	6	-9	i	i	2	i	·	i
CC1=C(C)C(=O)C(CCCCC#CCCCC#CCO)=C(C)C1=O	i	3	0	10	-17	i	i	-2	i	-14*	i
CC(C)N1CCC(N2CCN(C/C=C/c3ccc(F)cc3)CC2CCO)CC1 (centres undefined)	i	10	3	2	-5	i	i	-2	i	i	i
Cc1cc(N2C(=O)C3CC=CCC3C2=O)no1 (centres undefined)	i	-2	4	-4	-6	i	i	-1	i	i	i
Cc1cc2cc(CN(CCCO)S(=O)(=O)c3cccc4nsnc34)c(=O)[nH]c2cc1C	i	-3	-1	-1	-14	i	i	4	i	i	i
O=C(NCc1cccnc1)c1cccc2c1C(=O)N(C1CCCCC1)C2	i	2	-5	5	-6	i	i	-1	i	i	i
CS(=O)(=O)/C(C#N)=C\c1cnc(S(=O)(=O)c2ccccc2)s1	i	·	2	4	-7	i	i	1	i	·	i
Cc1ccc2oc(/N=C(\N)NC(=O)C(C)(C)C)nc2c1	i	6	1	-5	-5	i	·	-3	i	i	i
O=S(=O)(NC1CCN(Cc2ccccc2)CC1)c1cccc(S(=O)(=O)N2CCOCC2)c1	i	12	3	4	-2	i	i	2	i	i	i
COc1cccc(C=Nc2ccc(N3CCOCC3)cc2)c1O	i	9	-9	2	0	i	i	-6	i	i	i
COCCNC(=O)c1cc2cc(Cl)cc(Cl)c2oc1=O	i	3	2	-9	-13	i	i	-4	i	i	i
O=C(C1CCN(c2ncnc3c2nc2n3CCCCC2)CC1)N1CCN(c2cccc(Cl)c2)CC1	i	·	0	1	-14	i	i	1	i	i	i
COC(=O)c1ccc(CNC(=O)COC(=O)c2ccc(N(C)C)cc2)cc1	i	-4	2	-4	-4	i	i	0	i	i	i
COc1ccc(CN2C(=O)c3cccnc3C2=O)cc1S(=O)(=O)N1CCCCC1C (centres undefined)	i	-3	2	-1	-3	i	i	-1	i	i	i
Cc1ccc(-c2cn3cccc(C)c3n2)cc1	i	·	-1	·	-9	i	i	·	i	i	i
Cc1cccc(N2C(=O)CC(N3CCN(Cc4ccc(Cl)cc4)CC3)C2=O)c1 (centres undefined)	i	-10	3	-1	-10	i	i	0	i	i	i
Cc1ccccc1NC(=S)N(CCN(C)C)C(C)c1ccccn1 (centres undefined)	i	·	0	-7	1	i	i	-2	i	i	i
CCc1c(C(C)S(=O)(=O)c2ccccc2)[nH]c(=O)n1CC (centres undefined)	i	2	-5	3	-5	i	i	-2	i	i	i
CC1CCN(S(=O)(=O)c2ccc(S(=O)(=O)N3CCCC3)cc2)CC1	i	-2	-1	-1	-3	i	i	-1	i	i	i
COc1ccc(O)c(-c2cc(-c3ccc(F)cc3)n[nH]2)c1	i	33	2	4	-4	i	i	-3	i	i	i
COc1ccc(CC(=S)N2CCOCC2)cc1OC	i	0	3	6	-4	i	i	-1	i	i	i
O=P(c1ccc2c(c1)OCCO2)(N1CCOCC1)N1CCOCC1	i	1	2	-11	-3	i	i	-8	i	i	i
O=C(COC(=O)C1CC2CCCC(C1)C2=O)Nc1nc(-c2ccc(F)c(F)c2)cs1 (centres undefined)	i	-3	-4	-13	-15	i	i	0	i	i	i
COC(=O)c1sc(S(=O)(=O)NCC(=O)O)c(C(=O)OC)c1C	i	·	-2	8	-1	i	i	0	i	i	i
Cc1cccc(C(=O)Nc2sc3c(c2C#N)CCCCC3)c1	i	-8	-3	-3	-2	i	i	9	i	i	i
CCc1cc(=O)oc2c3c(cc(OCC(=O)Nc4cccnc4)c12)OC(C)(C)CC3	i	9	0	-112	-6	i	i	-1	i	i	i
CCCCCOC(=O)C1=C(C)NC(=O)NC1c1ccccc1OCC (centres undefined)	i	6	9	0	-14	i	i	1	i	i	i
CCN(CC)S(=O)(=O)c1cccc(C(=O)N[C@H](C(=O)NNC(=O)c2ccccc2)C(C)C)c1	i	0	1	-2	7.9*	i	i	-3	i	i	33*
FC(F)(F)c1ccc(-c2n[nH]c(=S)o2)nc1	i	0	2	5	-8	i	i	1	i	i	i
Cc1oc(-c2ccccc2F)nc1CS(=O)(=O)CC(=O)NC1CCCC(C)C1C (centres undefined)	i	·	2	1	-8	i	i	-2	i	i	i
COc1ccc(-c2cc3nc(-c4ccccc4)cc(N4CCC5(CC4)OCCO5)n3n2)cc1	i	-9	0	-7	-11	i	i	-3	i	i	i
O=C(NCCCNC(=O)c1ccc(Cl)cc1Cl)c1ccccn1	i	2	0	-3	-4	i	i	-3	i	i	i
CSc1ccc(C(=O)N2CCc3ccc(NC(=O)c4ccccn4)cc3C2)cc1	i	10	-7	0	-11	i	i	-1	i	i	i
CC(C)NC(=O)NC(=O)COC(=O)Cc1ccsc1	i	-5	0	6	-6	i	i	-4	i	i	i
CCOC(=O)C1CCN(C(=O)CSc2ccccc2)CC1	i	0	1	4	-11	i	i	0	i	i	i
CC1CCCC/C1=N\NC(=S)Nc1cccnc1 (centres undefined)	i	-2	1	4	-6	i	i	0	i	i	i
CC(C)n1cc(CN2CCC(n3nccc3NC(=O)CCCc3ccccc3)CC2)cn1	i	-7	4	-8	-4	i	i	1	i	i	i
Cc1cc(C)cc(N(C(C)C(=O)NC2CCCC2)S(C)(=O)=O)c1 (centres undefined)	i	2	-1	2	-12	i	i	-2	i	i	i
CCC(=O)c1c[nH]c(C(=O)NCCCn2ccnc2)c1	i	6	-2	9	-11	i	i	8	i	i	i
CC1(C)CC2CC(C)(CN2C(=O)COC(=O)c2ccc(Cl)c(N)c2)C1 (centres undefined)	i	-3	2	-2	-8	i	i	-1	i	i	i

Next section.
Compound	KCNQ1 block	DYRK1A inh	GSK3beta inhib	HDAC3 inhib	hERG rescue	KCNK9 block	PolyA inhibitor	GSK3 alpha inh	RGS4 pot	KCNK3 inh	KCNQ1 pot
CN(C(=O)CSc1nnc(NC2CCCCC2)s1)C1CCS(=O)(=O)C1 (centres undefined)	i	-1	1	-6	-6	i	i	0	i	i	i
O=C(c1cc2cc([N+](=O)[O-])ccc2s1)N1CCCCC1	i	·	6	-1	-17	i	i	-1	i	i	i
O=C(CSc1ncc(-c2ccc(F)cc2)n1Cc1ccco1)Nc1nccs1	i	5	-2	4	-1	i	i	1	i	i	i
Cc1cc(Cl)cc(C)c1OCCCCN1CCOCC1	i	-7	1	-1	-9	i	i	0	i	i	i
CCN(CCCNC(=O)CNC(=O)Cn1cnc2ccccc2c1=O)c1cccc(C)c1	i	-7	2	-8	-13	i	i	4	i	i	i
CCN(CC)CCCNC(=O)c1cc(-c2ccc(Cl)c(Cl)c2)on1	i	7	-4	3	-23	i	i	6	i	i	i
Fc1ccc(C2=CC(c3ccco3)n3ncnc3N2)cc1 (centres undefined)	i	0	2	-4	-10	i	i	3	i	i	i

From PubChem BioAssay
